# CHO-K1 Ca ag: counter-screen for M1 agonists: effect in parental CHO-K1 cells; Fluo-8 calcium fluorescence; scaled to maximal ATP response, vehicle zero; activation, % at 3 µM; 360,000 compounds, 0.48% hits; in the data active = activation above about 15%;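 note: untransfected CHO-K1 host cells lacking M1 receptor as counterscreen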
# CHO-K1 Ca antag: nonselective inhibitor or artifact in parental CHO-K1 cells. ATP-induced calcium, Fluo-8 fluorescence. inhibition, % at 3 µM. 360,000 compounds, 0.6% hits. AID 602250;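 active = inhibition above a per-plate cutoff, the plate's mean sample inhibition plus 3 SD, cut at about 24% in these data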;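 note: 0% = DMSO plus EC80 ATP and 100% = DMSO alone without ATP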
# M4 PAM: human M4 muscarinic receptor positive allosteric modulators, primary screen, CHO-K1 cells, Fluo-8 calcium fluorescence; CHO-K1 hM4/Gqi5, ACh EC20; 0% = ACh EC20, 100% = maximal ACh; activation, % at 3 µM; 360,000 compounds, 0.4% hits; AID 624126, 2012;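 active = activation above its plate's cutoff, the mean activation of sample wells plus 3 SD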; note: some results filed as inactive read as strong as hits
# Target sequence (P08173 whole entry, looked up): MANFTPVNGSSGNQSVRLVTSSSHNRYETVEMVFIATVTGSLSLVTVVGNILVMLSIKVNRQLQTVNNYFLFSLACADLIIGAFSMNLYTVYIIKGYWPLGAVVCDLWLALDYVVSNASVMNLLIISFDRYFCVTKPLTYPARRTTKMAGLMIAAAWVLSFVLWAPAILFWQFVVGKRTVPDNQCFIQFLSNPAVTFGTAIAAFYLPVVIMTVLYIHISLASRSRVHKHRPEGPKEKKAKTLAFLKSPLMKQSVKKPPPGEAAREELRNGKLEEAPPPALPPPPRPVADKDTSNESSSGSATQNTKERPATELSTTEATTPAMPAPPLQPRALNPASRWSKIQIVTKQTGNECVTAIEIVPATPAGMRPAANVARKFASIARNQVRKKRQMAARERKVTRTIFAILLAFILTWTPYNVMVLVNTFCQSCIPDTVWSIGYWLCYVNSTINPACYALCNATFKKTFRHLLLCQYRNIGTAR
# M4 antag: human M4 muscarinic receptor antagonists, primary screen, CHO cells, Fluo-8 calcium fluorescence; 360,000 compounds, 0.73% hits; Muscarinic acetylcholine receptor M4 (Homo sapiens), P08173; inhibition, % at 3 µM; CHO-hM4 cells, ACh EC80;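 active = inhibition above its plate's cutoff, the mean inhibition of sample wells plus 3 SD, cut at about 27% in these data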;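 note: 0% = acetylcholine EC80 with DMSO and 100% = DMSO without agonist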
# M5 antag: human M5 muscarinic receptor antagonists, primary screen, CHO cells, Fluo-8 calcium fluorescence. Muscarinic acetylcholine receptor M5 (Homo sapiens), P08912. CHO-hM5 cells, ACh EC80. inhibition, % at 3 µM. 360,000 compounds, 0.59% hits;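 active = inhibition above a per-plate cutoff, the mean of that plate's test compounds plus 3 SD, cut at about 27% in these data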;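 note: 0% = acetylcholine EC80 with DMSO and 100% = DMSO without agonist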
# Target sequence (P08912 whole entry, looked up): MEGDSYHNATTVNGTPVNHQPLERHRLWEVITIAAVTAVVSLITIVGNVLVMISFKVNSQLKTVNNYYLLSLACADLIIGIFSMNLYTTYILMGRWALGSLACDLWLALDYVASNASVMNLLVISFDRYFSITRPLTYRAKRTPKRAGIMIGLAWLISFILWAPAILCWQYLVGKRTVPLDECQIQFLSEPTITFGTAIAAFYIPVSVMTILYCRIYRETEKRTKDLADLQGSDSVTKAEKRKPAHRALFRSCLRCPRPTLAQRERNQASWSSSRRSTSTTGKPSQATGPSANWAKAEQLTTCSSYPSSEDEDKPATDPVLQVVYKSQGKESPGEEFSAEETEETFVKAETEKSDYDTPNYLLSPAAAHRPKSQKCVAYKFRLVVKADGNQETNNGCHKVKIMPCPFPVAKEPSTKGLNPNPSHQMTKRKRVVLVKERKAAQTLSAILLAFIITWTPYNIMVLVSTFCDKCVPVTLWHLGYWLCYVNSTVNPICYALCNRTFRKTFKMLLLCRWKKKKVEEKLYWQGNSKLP
# M4 ag: human M4 muscarinic receptor agonists, primary screen, CHO-K1 cells, Fluo-8 calcium fluorescence; CHO-K1 hM4/Gqi5; vehicle 0%, full acetylcholine response 100%; Muscarinic acetylcholine receptor M4 (Homo sapiens), P08173; activation, % at 3 µM; 360,000 compounds, 0.14% hits;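 active = activation above the run mean over all test wells plus 3 SD, cut at about 32% in these data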;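 note: peak over basal fluorescence ratio per well then scaled between controls; 0% = DMSO wells and 100% = acetylcholine at EC100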
# M5 PAM: human M5 muscarinic receptor positive allosteric modulators, primary screen, CHO-K1 cells, Fluo-8 calcium fluorescence; 360,000 compounds, 0.3% hits; activation, % at 3 µM; AID 624038, 2012; Muscarinic acetylcholine receptor M5 (Homo sapiens), P08912; CHO-K1 hM5, ACh EC20 PAM; 0% = ACh EC20, 100% = ACh EC100;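 active = activation above the run cutoff, the mean activation of all test compounds plus 3 SD, cut at about 18% in these data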
#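 Test system: CHO-K1 hM5 cells / Doses: single-point, 3 µM nominal / Times: Post-acetylcholine fluorescence recording 140 s / Technique: Fluo-8 calcium fluorescence / Measure: Max/basal fluorescence ratio as % of EC20–EC100 ACh window / Benchmarks: low control EC20 acetylcholine (0%), high control EC100 acetylcholine (100%) / Replicates: one well per compound, no replicates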
# M5 ag: human M5 muscarinic receptor agonists, primary screen, CHO-K1 cells, Fluo-8 calcium fluorescence; Muscarinic acetylcholine receptor M5 (Homo sapiens), P08912; CHO-K1 hM5 cells; 0% DMSO wells, 100% maximal acetylcholine response; activation, % at 3 µM; 360,000 compounds, 0.19% hits; AID 624037, 2012;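 active = activation above the run's mean over test compounds plus 3 SD, cut at about 23% in these data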;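 note: signal is peak over basal fluorescence ratio across the kinetic read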
# M1 PAM parental: nonselective calcium activators in parental CHO-K1 cells, primary screen, counter-screen for M1 PAM project, cell-based, Fluo-8 calcium fluorescence, full deck, 1536-well. ATP EC20; 0% at ATP EC20, 100% at ATP max. activation, % at 3 µM. 360,000 compounds, 0.02% hits. AID 602247, 2012;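 active = activation above the run cutoff, the mean activation of all test compounds plus 3 SD, cut at about 40% in these data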;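 note: peak over basal fluorescence ratio in a 140 s read after ATP addition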
# An asterisk follows results filed as active; / = not tested or not shown.
entry	molecule	CHO-K1 Ca ag	CHO-K1 Ca antag	M4 PAM	M4 antag	M5 antag	M4 ag	M5 PAM	M5 ag	M1 PAM parental
1	CCN(CC)S(=O)(=O)c1ccc(N2CCCC2)c(NS(=O)(=O)c2ccc([N+](=O)[O-])cc2)c1	0.2	-6	-1	-2	-5	0	-4	-3	22
2	COC(=O)C1=CN(c2ccc(Oc3ccccc3)cc2)C(N)=C(C#N)C1c1ccc(-c2ccccc2)cc1 (centres undefined)	/	/	3	6	10	0	1	1	/
3	COc1ccc(C(=O)Nn2c(C)nc3ccccc3c2=O)c(OC)c1	1.0	-3	-3	7	8	0	-1	-2	-5
4	O=C1c2c(O)cc(O)cc2O[C@H](c2ccc(O)cc2)[C@H]1O	0.6	-1	-2	4	5	0	-5	3	13
5	CCOCCCNC(=O)c1c[nH]c2ccc(OCC)cc2c1=O	0.3	6	3	-10	13	3	-2	-2	-25
6	O=C(NCc1nnc(SCC(=O)N2CCCC2)o1)c1ccco1	0.6	1	4	-3	6	1	-2	-3	22
7	O=C(COC(=O)c1ccc(S(=O)(=O)NCc2ccco2)cc1)c1ccccc1	4.2	-6	-4	-8	1	4	-4	-1	16
8	Cc1cc(Br)cn2c(Cc3cccc(Cl)c3)c(-c3ccco3)nc12	-0.1	9	0	15	7	-1	5	2	-3
9	COc1cc(OC)cc(-c2c(-c3cccs3)c3cc(-c4ccc5[nH]ccc5c4)ccc3n2C)c1	-0.3	10	10	3	8	0	-1	5	-9
10	COc1cc(NC(=O)CCc2nnc3ccc(N4CCC5(CC4)OCCO5)nn23)cc(OC)c1	-0.1	-2	1	-2	7	0	-2	-5	-10
11	CC(=O)c1c(C)[nH]c(C(=O)CSc2nnc3ccccn23)c1C	-0.1	4	-2	-3	-1	1	-2	-1	1
12	O=C(NC(=S)Nc1ccccc1Cl)c1cnn2c(C(F)(F)F)cc(C(F)(F)F)nc12	2.2	-9	-2	0	11	0	0	4	16
13	COC(=O)C1=NN(C(=O)c2ccccc2)C(O)(c2ccc([N+](=O)[O-])cc2)C1 (centres undefined)	4.0	4	-1	2	8	4	0	-3	-1
14	CCOc1ccc(NC(=O)CCS(=O)(=O)c2cccc3nsnc23)cc1	6.9	1	-3	9	12	1	-1	-10	5
15	O=C(NCCNC(=O)c1ccccn1)c1ccccc1	0.8	-14	1	6	12	1	1	-1	-6
16	O=C(COC(=O)/C=C/c1ccc(Cl)cc1Cl)NCc1ccco1	2.0	-2	0	-1	10	5	1	1	3
17	O=C(CSc1ccccc1)Nc1ccc2c(c1)OCCO2	0.7	-9	3	-3	-1	0	5	-3	15
18	COc1ccccc1N(C)S(=O)(=O)c1ccc(C(=O)Nc2cc(F)ccc2C)cc1	3.8	-2	-9	-5	2	14	-13	1	0
19	CCOC(=O)CCCCCN(Cc1ccccc1)S(=O)(=O)c1ccc([N+](=O)[O-])cc1	0.1	-1	-9	-6	-2	0	-15	-4	11
20	Cc1cc(N2CCCCC2)n2ncc(-c3ccccc3)c2n1	0.2	-2	4	-7	1	-1	2	-4	10
21	O=C(Nc1ccc(S(=O)(=O)NC2=NCCCCC2)cc1)c1cc(S(=O)(=O)N2CCOCC2)ccc1F	0.9	-1	-3	1	7	2	-2	-7	-11
22	C/C(CC(=O)Nc1cccc2c1CCCC2)=N\NC(=O)COc1ccccc1	-0.6	17	-2	8	1	0	-3	-1	-7
23	COc1cccc(N(CC(=O)NCc2ccccc2)C(=O)CCC(=O)Nc2nccs2)c1	0.3	-9	-2	-3	10	1	-4	0	-20
24	CN(C)CCNS(=O)(=O)c1ccc2c3c(cccc13)C(=O)N2	0.7	-9	4	-6	10	2	2	-6	21
25	C=CCN1C(=Nc2ccccc2)SC/C1=C\C(=O)OC	0.0	-20	18	-3	6	0	1	2	11
26	Cc1cc(CCN2CCC(=O)NC2=O)ccc1OC(C)C	0.1	-10	9	-8	-3	2	-5	2	-6
27	COc1ccc(S(=O)(=O)N2CCOCC2)cc1C(=O)Nc1cccc(C(=O)NC2CC2)c1	1.2	-9	4	-12	-2	4	4	1	14
28	c1cncc(-c2cnc3ccccc3c2)c1	-0.4	-7	10	-11	2	1	6	-2	20
29	Cc1ccc2c(c1)-c1ccccc1S(=O)(=O)N2	0.5	-1	1	-6	-10	1	5	-3	15
30	CN1CCN(C(=O)C2=C[C@H](C3CCCCC3)C[C@H](OCc3ccc(CO)cc3)O2)CC1	-0.1	10	7	2	3	1	0	-1	-15
31	COc1ccccc1COC(=O)CN1C(=O)NC2(CCCCC2C)C1=O (centres undefined)	4.5	3	0	-6	0	2	5	0	7
32	N#C/C(=C\c1cn(Cc2ccccc2F)c2ccccc12)C(=O)NCc1ccco1	0.1	-13	-1	-2	-4	-1	-3	-4	13
33	O=C(CSc1nc2c(sc3ccccc32)c(=O)n1CCCN1CCOCC1)NC1CCCC1	0.8	-9	-4	4	1	0	3	-2	21
34	N#Cc1c(-c2cccs2)cc(-c2cccs2)[nH]c1=O	1.9	-47	0	1	4	4	5	1	40*
35	COC(=O)C1=C(O)C2(C(=O)O)CC(C(=O)OC)=C(O)C(C(=O)O)(C1)C2	0.2	-1	-9	-3	11	0	-3	-6	5
36	COc1ccc(C(=O)n2cnc3ccccc32)cc1Br	0.1	-8	-2	-12	-4	0	5	2	3
37	CCn1ccc(C(=O)Nc2ccc(Cl)cn2)n1	3.7	20	-2	-1	10	16	-11	2	-7
38	O=C(COC(=O)c1cccc([N+](=O)[O-])c1)NCc1cccs1	0.5	-5	2	-6	6	1	4	2	-2
39	CN(C)c1ccc(N=Nc2nccs2)cc1	-1.2	-8	2	1	0	-1	-1	-4	9
40	Cn1c(SCCC#N)nnc1-c1ccc(F)cc1	3.9	0	-12	3	9	18	-12	7	18
41	CCOc1ccc(CCN2C(=O)C(=O)N([C@@H](Cc3ccc(O)cc3)CN3CCC[C@H]3CN3C(=O)C(=O)NC[C@@H]3Cc3ccc(O)cc3)C[C@@H]2Cc2ccccc2)cc1	0.7	-9	2	0	-4	0	-5	0	16
42	C=CCn1c(C)cc(C(=O)COC(=O)/C=C/c2c(C)nn(C3CCS(=O)(=O)C3)c2Cl)c1C (centres undefined)	2.7	11	-10	-12	10	10	-8	0	-13
43	O=C(ON=C1CCSCC1)c1ccccc1	0.5	-1	1	1	-6	0	3	2	18
44	CC1(C)CC(=O)C(C2c3ccccc3S(=O)(=O)c3ccccc32)C(=O)C1	0.1	-3	3	-10	-10	2	-2	0	11
45	CCN(CC(=O)Nc1ccccc1C(=O)Nc1ccccc1)Cc1nc2ccccc2c(=O)[nH]1	1.1	3	-6	4	4	2	-4	-1	-13

# Retrieved by compound from the list above:
entry	molecule	CHO-K1 Ca ag	CHO-K1 Ca antag	M4 PAM	M4 antag	M5 antag	M4 ag	M5 PAM	M5 ag	M1 PAM parental
45	CCN(CC(=O)Nc1ccccc1C(=O)Nc1ccccc1)Cc1nc2ccccc2c(=O)[nH]1	1.1	3	-6	4	4	2	-4	-1	-13
37	CCn1ccc(C(=O)Nc2ccc(Cl)cn2)n1	3.7	20	-2	-1	10	16	-11	2	-7

# (listing goes on)
entry	molecule	CHO-K1 Ca ag	CHO-K1 Ca antag	M4 PAM	M4 antag	M5 antag	M4 ag	M5 PAM	M5 ag	M1 PAM parental
46	O=C(CCc1ccc(S(=O)(=O)NC2CCCCC2)cc1)N(Cc1ccccc1)Cc1ccccc1	0.0	11	-9	6	17	1	-12	-5	5
47	CC1=NN(c2ccccc2)C(=O)C1N=Nc1ccc(N)cc1 (centres undefined)	-0.7	15	5	-2	6	0	1	0	-6
48	CC1(C)CC(NC(=O)C(c2ccccc2)c2ccccc2)CC(C)(C)N1	0.3	2	-1	-4	8	1	8	-7	7
49	CO/N=C/C(C#N)=C/c1cc(C(=O)c2ccc(F)cc2)cn1C	0.4	7	3	2	-1	0	-3	-3	11
50	CCOC(=O)C(NC(=O)c1ccccc1Cl)(Nc1sc2c(c1C(N)=O)CCC2)C(F)(F)F (centres undefined)	0.7	-7	5	-3	0	1	-5	-1	-3
51	Nc1nc2c(ncn2[C@@H]2O[C@H](CNS(=O)(=O)C3CC3)[C@@H](O)[C@H]2O)c(=O)[nH]1	0.0	4	6	4	4	1	-2	0	-1
52	O=c1cc2c(nn1Cc1c(Cl)cccc1Cl)-c1ccccc1CC2	-0.5	17	-12	1	11	-1	-10	-7	-6
53	COc1ccc(-c2nnc(SCC(=O)c3cccs3)o2)cc1	1.4	-13	9	-10	-2	4	0	-4	12
54	COc1cccc(Nc2nc(-c3ccccc3)nc3ccccc23)c1	0.1	-12	4	-4	11	0	-7	0	13
55	COc1ccc(C(=O)OCC(=O)N2CCc3ccccc3C2)cc1OC	-0.3	-4	4	2	-4	2	4	2	-5
56	O=c1cc(-c2ccccc2)nc2nc(SCc3ccccc3)[nH]n12	0.1	0	15	8	-2	0	2	2	6
57	c1ccc(-c2ccccc2OCCCN2CCCC2)cc1	0.8	-3	-7	4	3	2	-7	-5	13
58	Cc1c(Cl)cccc1N1C(=O)CC(N(O)c2ccccc2)C1=O (centres undefined)	2.4	-3	5	-6	0	6	-1	1	20
59	O=C(NCC1CCCO1)c1ccc(Oc2ccc([N+](=O)[O-])cc2Cl)cc1 (centres undefined)	-0.2	7	13	-2	-3	2	0	1	7
60	S=C(NCCc1ccccc1)N1CCc2ccccc2C1	0.9	-4	-10	-3	-3	-1	-8	-9	16
61	COc1ccc(OCC(O)Cn2c(N3CCCCC3)nc3c2c(=O)n(C)c(=O)n3C)cc1 (centres undefined)	5.2	13	0	-2	-5	8	-4	4	-6
62	CCOc1ccc(N(CC(=O)NC2CCCC2)C(=O)CCC(=O)Nc2ccccn2)cc1	0.1	-11	5	-4	-4	1	0	-1	11
63	COc1cc(NC(=O)c2ccc(NC3=NC4CS(=O)(=O)CC4S3)cc2)cc(OC)c1 (centres undefined)	0.2	-5	-1	1	3	0	-1	3	19
64	Cc1ccccc1-n1c(C)nnc1SCC(=O)N1CC(=O)Nc2ccccc21	0.4	-14	-5	10	0	0	-3	0	14
65	Nc1nc(/C=C/c2ccc(F)cc2)nc(-c2ccccc2O)n1	-0.1	-6	2	-5	0	1	0	1	7
66	Cc1ccc(S(=O)(=O)N(Cc2cc3cccc(C)c3[nH]c2=O)c2ccccc2)cc1	1.4	-12	3	4	-1	1	1	1	24
67	CC1(C(=O)NS(=O)(=O)c2ccc(C#N)cc2)CCN1C(=O)C1(c2ccccc2)CCCC1 (centres undefined)	0.4	-14	18*	-15	-3	2	1	-1	5
68	Cc1cccc2cc(CN(Cc3ccco3)C(=O)NC3CCCCC3)c(=O)[nH]c12	1.3	12	-5	-3	3	3	-4	-5	-4
69	O=C(NCc1ccccc1)C(=O)NCC1OCCN1S(=O)(=O)c1ccc2c(c1)OCCO2 (centres undefined)	0.8	0	4	-7	3	2	-7	3	-2

# Screening results (PubChem)
